EPAC2 antagonist = qHTS for Antagonist of cAMP-regulated guanine nucleotide exchange factor 2 (EPAC2): primary screen. Rap guanine nucleotide exchange factor 4 (Homo sapiens), Q8WZA2. EPAC2 GEF exchange of Rap1B-BODIPY-GDP, fluorescence. Potency, µM (series often up to 114 µM), without a hit: top-dose activity, negative = inhibition, hits mostly inhibitors. hit rate 0.18% among 360,000; also: potency is read from the fitted curve at half-maximal effect; % is scaled to controls: 0 for no effect and ±100 for the full control effect; nearly all actives have a fitted effect of over 45% in size; many of its hits are not listed in these tables
WRN helicase inh = qHTS for Inhibitors of WRN Helicase | Potency, µM (titrated, usually from 114 µM), for the others: at the highest dose activity change, negative = inhibition, actives largely listed as inhibitors | Bifunctional 3'-5' exonuclease/ATP-dependent helicase WRN (Homo sapiens), Q14191 | hit rate 0.46% among 360,000 | WRN helicase unwinding, fluorescent forked duplex, kinetic; also: potency is read from the fitted curve at half-maximal effect; % is scaled to controls: 0 for no effect and ±100 for the full control effect; nearly all actives have a fitted effect of over 55% in size
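WRN at 20 nM final was preincubated with compound for 15 min at room temperature; reaction started with 100 nM forked duplex oligonucleotide carrying fluorophore and quencher plus 2 mM ATP (final). Unwinding followed kinetically by red fluorescence (ex 525/em 598 nm).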
PLK1 PBD block = qHTS for Inhibitors of PLK1-PDB (polo-like kinase 1 - polo-box domain): Primary Screen | Plk1 PBD binding of FITC phosphopeptide, fluorescence polarization | Serine/threonine-protein kinase PLK1 (Homo sapiens), P53350 | Potency, µM, for inactives: max response, negative = inhibition, usual class: inhibitors | hit rate 2.8% among 360,000; also: potency is read from the fitted curve at half-maximal effect; series mostly up to about 57 µM; % is scaled to controls: 0 for no effect and ±100 for the full control effect; nearly all actives have a fitted effect of over 65% in size
Target sequence (P53350 whole entry, looked up, the tested form may be a part): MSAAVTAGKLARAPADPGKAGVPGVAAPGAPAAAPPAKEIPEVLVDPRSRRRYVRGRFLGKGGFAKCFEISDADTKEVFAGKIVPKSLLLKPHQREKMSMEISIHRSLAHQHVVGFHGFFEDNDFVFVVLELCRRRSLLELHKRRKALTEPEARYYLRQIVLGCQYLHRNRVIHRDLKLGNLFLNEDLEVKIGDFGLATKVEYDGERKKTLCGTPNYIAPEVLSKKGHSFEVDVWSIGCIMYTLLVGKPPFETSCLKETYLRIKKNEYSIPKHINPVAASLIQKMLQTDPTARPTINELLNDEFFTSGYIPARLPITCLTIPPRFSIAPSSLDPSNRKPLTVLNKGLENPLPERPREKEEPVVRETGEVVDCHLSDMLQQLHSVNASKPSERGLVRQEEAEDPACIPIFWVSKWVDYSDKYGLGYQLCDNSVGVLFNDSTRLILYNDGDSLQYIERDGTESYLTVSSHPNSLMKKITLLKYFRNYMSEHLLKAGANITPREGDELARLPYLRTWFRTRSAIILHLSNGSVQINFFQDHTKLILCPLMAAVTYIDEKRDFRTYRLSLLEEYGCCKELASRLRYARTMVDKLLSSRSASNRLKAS
Mm-Cpn inhibitor = Inhibitors of TCP-1 ring complex (TRiC) of Methanococcus maripaludis (MmCpn): qHTS; purified Mm-Cpn ATPase, ADP Transcreener TR-FRET; AID 504842, 2011; Potency, µM (series often up to 76.9 µM), inactives show at the top dose activity, negative = inhibition, usual class: inhibitors; hit rate 0.031% among 330,000; also: potency is read from the fitted curve at half-maximal effect; % is scaled to controls: 0 for no effect and ±100 for the full control effect; nearly all actives have a fitted effect of over 80% in size
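Eu-cryptate anti-ADP/ADP-d2 competition gives a ratio inversely related to ADP. Enzyme at 25 nM was pre-exposed to compound for 10 min, then given 10 uM ATP for 30 min, 37°C throughout.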
PI5P4K alpha inh = qHTS for Inhibitors of phosphatidylinositol 5-phosphate 4-kinase (PI5P4K). PI5P4Kalpha enzyme, ADP-Glo luminescence, 60 min; hits give low values. Phosphatidylinositol 5-phosphate 4-kinase type-2 alpha (Homo sapiens), P48426. hit rate 1.2% among 330,000. max response, %; active = max response of -50% or lower; inconclusive = between -30% and -50%; inactive = -30% or higher; also: value at the top dose of about 77 µM; % is scaled to controls: 0 for no effect and ±100 for the full control effect
Target sequence (P48426 whole entry, looked up): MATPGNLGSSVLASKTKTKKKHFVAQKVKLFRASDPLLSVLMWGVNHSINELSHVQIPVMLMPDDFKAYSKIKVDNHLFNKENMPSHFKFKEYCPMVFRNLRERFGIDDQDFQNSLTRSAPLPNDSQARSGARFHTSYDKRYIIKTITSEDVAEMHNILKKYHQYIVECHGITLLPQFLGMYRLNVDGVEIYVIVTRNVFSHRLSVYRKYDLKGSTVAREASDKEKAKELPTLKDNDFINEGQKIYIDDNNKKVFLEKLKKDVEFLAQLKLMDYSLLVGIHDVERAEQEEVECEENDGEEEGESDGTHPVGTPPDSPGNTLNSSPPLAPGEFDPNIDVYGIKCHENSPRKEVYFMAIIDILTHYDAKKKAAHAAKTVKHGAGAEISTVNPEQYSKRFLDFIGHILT
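PI5P4Kalpha ADP-Glo assay; 5 microM ATP final; 60 min RT reaction; HEPES pH 7.4/EGTA/CHAPS, 5% DMSO; controls lacking substrate or enzyme; luminescent end-point.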
EPAC1 ag = qHTS for Agonist of cAMP-regulated guanine nucleotide exchange factor 3 (EPAC1): primary screen; Rap guanine nucleotide exchange factor 3 (Homo sapiens), O95398; EPAC1 agonist qHTS, biochemical assay; response scale: 100% = response to 6.5 mM cAMP; Potency, µM (series often up to 154 µM), for inactives: at the highest dose activation, most hits filed as activators; hit rate 0.073% among 360,000; AID 720707, 2013; also: potency is read from the fitted curve at half-maximal effect; nearly all actives have a fitted effect of over 60% in size
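EPAC1 100 nM, Rap1B–BODIPY-GDP 250 nM, unlabeled GDP 50 uM; compound titration; 5 min RT; kinetic read ex480/em540 at 5-min intervals ×30 min; data normalized to 6.5 mM cAMP agonist control.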
CCT modulator = High-Throughput Screening for Modulators of Cytosolic Chaperonin Activity | purified chaperonin ATPase assay, HTRF ADP detection, 30 min | activity change, % (concentration not given with the values), hits read low | AID 651819, 2012 | hit rate 0.3% among 360,000; in the data active = activity change below about -30%; also: % is scaled to controls: 0 for no effect and ±100 for the full control effect
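TRiC (40 or 20 nM final, by batch activity) in 30 mM Tris pH 7.4, 100 mM KCl, 5 mM MgCl2, 1 mM DTT was treated with compound at 76 uM single dose, then 10 uM ATP, 30 min at 37 °C. ADP was read by HTRF Transcreener.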
EPAC1 antagonist = qHTS for Antagonist of cAMP-regulated guanine nucleotide exchange factor 3 (EPAC1): primary screen; EPAC1 GEF assay, Rap1b-BODIPY-GDP exchange fluorescence; Potency, µM (titrated, usually from 115 µM), inactives show top-dose activity change, negative = inhibition, most hits filed as inhibitors; hit rate 0.14% among 360,000; AID 720709, 2013;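 also: potency is read from the fitted curve at half-maximal effect; plate controls were vehicle for no effect and positive control for full effect; nearly all actives have a fitted effect of over 50% in size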
Starred values were filed as active, the others as inactive. Unless noted, calls follow the shape of the dose curve; as a rule, active = well fitted curve in the direction sought with a large enough effect; inconclusive = small, poorly fitted or top-dose-only effect, or another doubt; inactive = no such curve, though single readings can be large; an effect the other way counts as inactive or inconclusive. A portion of the library; the hit share may differ from the screen's.

Screening O=C(Nc1cc(C(=O)N2CCN(c3ccccc3O)CC2)ccc1Cl)c1cccs1 returned EPAC2 antagonist -1%, WRN helicase inh 15%, PLK1 PBD block -11%, Mm-Cpn inhibitor 1%, PI5P4K alpha inh -23, EPAC1 ag 7%, CCT modulator -1.9 and EPAC1 antagonist -20%.
CCC(C)(C)NC(=O)CN(C(=O)CNS(=O)(=O)c1ccc(F)cc1)c1ccc2c(c1)OCCO2 was read as EPAC2 antagonist -5%, WRN helicase inh 0%, PLK1 PBD block -14%, Mm-Cpn inhibitor 0%, PI5P4K alpha inh -4, EPAC1 ag 2%, CCT modulator -0.9 and EPAC1 antagonist -20%.
For CCN(CCO)Cc1csc2ccc(Br)cc12 the results were EPAC2 antagonist 2%, WRN helicase inh 14%, PLK1 PBD block -24%, Mm-Cpn inhibitor -1%, PI5P4K alpha inh -3, EPAC1 ag -6%, CCT modulator 1.4 and EPAC1 antagonist 0%.
COc1ccccc1C(=O)N(CCC1CCCN1C)c1nc2ccccc2s1 (configuration not stated) was read as EPAC2 antagonist -16%, WRN helicase inh 5%, PLK1 PBD block -6%, Mm-Cpn inhibitor 0%, PI5P4K alpha inh 28, EPAC1 ag -4%, CCT modulator -2.9 and EPAC1 antagonist 0%.
COc1ccc(C2=Nc3ccccc3NC(=O)C2N(C(=O)c2cnc(C)cn2)c2ccc(N3CCOCC3)cc2)cc1 (configuration not stated) was read as EPAC2 antagonist 16%, WRN helicase inh -4%, PLK1 PBD block 1%, PI5P4K alpha inh 3, EPAC1 ag -6%, CCT modulator -0.4 and EPAC1 antagonist -16%.
Cc1cccc(C(=O)NCCc2nnc(SCC(=O)Nc3cccc(C(=O)O)c3)n2C)c1 was read as EPAC2 antagonist -9%, WRN helicase inh -17%, PLK1 PBD block -9%, Mm-Cpn inhibitor 2%, PI5P4K alpha inh 3, EPAC1 ag -12%, CCT modulator -1.2 and EPAC1 antagonist -1%.
For COc1ccc(Oc2c(Cl)cnn(-c3ccc(C)cc3)c2=O)cc1 the results were EPAC2 antagonist 0%, WRN helicase inh -5%, PLK1 PBD block -11%, Mm-Cpn inhibitor -8%, PI5P4K alpha inh 0, EPAC1 ag 12%, CCT modulator 2.4 and EPAC1 antagonist -13%.
`COc1ccc(C(=O)COC(=O)/C=C/c2ccccc2)cc1` gave EPAC2 antagonist 0%, WRN helicase inh 5%, PLK1 PBD block 3%, Mm-Cpn inhibitor -1%, PI5P4K alpha inh -7, EPAC1 ag -7%, CCT modulator 1.0 and EPAC1 antagonist -4%.
For COC(=O)[C@]12CCCCC=C1N(Cc1ccco1)C(=O)[C@H](CC(=O)N1CCCCC1)C2 the results were EPAC2 antagonist 1%, WRN helicase inh 1%, PLK1 PBD block -7%, PI5P4K alpha inh -1, EPAC1 ag -4%, CCT modulator -3.4 and EPAC1 antagonist 5%.
For Cc1ccc(CNC(=O)COC(=O)c2ccc(Cl)c(N)c2)cc1 the results were EPAC2 antagonist 2%, WRN helicase inh -2%, PLK1 PBD block -12%, Mm-Cpn inhibitor -1%, PI5P4K alpha inh -9, EPAC1 ag 0%, CCT modulator 1.8 and EPAC1 antagonist -14%.

A run of entries from the list above:
Screening O=C(Nc1cc(C(=O)N2CCN(c3ccccc3O)CC2)ccc1Cl)c1cccs1 returned EPAC2 antagonist -1%, WRN helicase inh 15%, PLK1 PBD block -11%, Mm-Cpn inhibitor 1%, PI5P4K alpha inh -23, EPAC1 ag 7%, CCT modulator -1.9 and EPAC1 antagonist -20%.
CCC(C)(C)NC(=O)CN(C(=O)CNS(=O)(=O)c1ccc(F)cc1)c1ccc2c(c1)OCCO2 was read as EPAC2 antagonist -5%, WRN helicase inh 0%, PLK1 PBD block -14%, Mm-Cpn inhibitor 0%, PI5P4K alpha inh -4, EPAC1 ag 2%, CCT modulator -0.9 and EPAC1 antagonist -20%.
For CCN(CCO)Cc1csc2ccc(Br)cc12 the results were EPAC2 antagonist 2%, WRN helicase inh 14%, PLK1 PBD block -24%, Mm-Cpn inhibitor -1%, PI5P4K alpha inh -3, EPAC1 ag -6%, CCT modulator 1.4 and EPAC1 antagonist 0%.

(continued)
Screening COc1c(O)cc2oc(-c3ccc(O)cc3)cc(=O)c2c1O returned EPAC2 antagonist 6%, WRN helicase inh -11%, PLK1 PBD block -22%, Mm-Cpn inhibitor 0%, PI5P4K alpha inh -29, EPAC1 ag -9%, CCT modulator -0.1 and EPAC1 antagonist -11%.
For Cc1[nH]n(-c2nc(-c3ccccc3)cc(=O)[nH]2)c(=O)c1CCO the results were EPAC2 antagonist -5%, WRN helicase inh -19%, PLK1 PBD block -16%, Mm-Cpn inhibitor -4%, PI5P4K alpha inh 6, EPAC1 ag 3%, CCT modulator -1.6 and EPAC1 antagonist inconclusive.
Screening N#C/C(=C(/O)COC(=O)Cc1c[nH]c2ccccc12)c1nc2ccccc2[nH]1 returned EPAC2 antagonist -13%, WRN helicase inh -22%, PLK1 PBD block -8%, Mm-Cpn inhibitor 1%, PI5P4K alpha inh inconclusive, EPAC1 ag -6%, CCT modulator -0.2 and EPAC1 antagonist -15%.
For O=C(COC(=O)CCCC1=NS(=O)(=O)c2ccccc2N1)Nc1ccccc1 the results were EPAC2 antagonist 1%, WRN helicase inh 1%, PLK1 PBD block -8%, Mm-Cpn inhibitor -1%, PI5P4K alpha inh 1, EPAC1 ag -8%, CCT modulator -2.2 and EPAC1 antagonist -1%.
`FC(F)(F)c1cnc(N2CCN(C(=S)NCc3ccccc3)CC2)c(Cl)c1` gave EPAC2 antagonist -11%, WRN helicase inh 5%, PLK1 PBD block -16%, Mm-Cpn inhibitor -2%, PI5P4K alpha inh 3, EPAC1 ag 10%, CCT modulator 0.2 and EPAC1 antagonist -8%.
Screening O=C(NCCCn1ccnc1)c1ccc(N2CCCCCC2)c([N+](=O)[O-])c1 returned EPAC2 antagonist -5%, WRN helicase inh 3%, PLK1 PBD block -11%, Mm-Cpn inhibitor 1%, PI5P4K alpha inh -6, EPAC1 ag 9%, CCT modulator -0.3 and EPAC1 antagonist 6%.
COC(=O)N1CC(c2ccccc2)CC1=O (configuration not stated) was read as EPAC2 antagonist 2%, WRN helicase inh 5%, PLK1 PBD block -1%, Mm-Cpn inhibitor -2%, EPAC1 ag -7%, CCT modulator -3.9 and EPAC1 antagonist 11%.
`Cc1cccc(C(=O)Nc2c(C(=O)N3CCN(C)CC3)cnn2-c2ccccc2)c1` gave EPAC2 antagonist 10%, WRN helicase inh -2%, PLK1 PBD block 3%, PI5P4K alpha inh 8, EPAC1 ag -7%, CCT modulator -0.4 and EPAC1 antagonist -9%.
`CC1(C)Cc2c(oc3ncn4ncnc4c23)CO1` gave EPAC2 antagonist -1%, WRN helicase inh 3%, PLK1 PBD block -3%, Mm-Cpn inhibitor -2%, PI5P4K alpha inh -3, EPAC1 ag 2%, CCT modulator -3.1 and EPAC1 antagonist -21%.
`COc1cc2c(cc1OC)C(C)N(C(=O)c1cc3n(n1)C(C(F)(F)F)CC(c1ccco1)N3)CC2` (configuration not stated) gave EPAC2 antagonist 1%, WRN helicase inh 3%, PLK1 PBD block -10%, Mm-Cpn inhibitor -1%, PI5P4K alpha inh -10, EPAC1 ag 0%, CCT modulator 2.8 and EPAC1 antagonist 0%.
`COc1cccc(/C=C/C(=O)OCC(=O)NC2CCCCCC2)c1` gave EPAC2 antagonist 12%, WRN helicase inh 6%, PLK1 PBD block -1%, PI5P4K alpha inh -1, EPAC1 ag 4%, CCT modulator -1.3 and EPAC1 antagonist 8%.
For O=C(NCC1CCCO1)C1CCCN(S(=O)(=O)c2cc(Cl)ccc2Cl)C1 (configuration not stated) the results were EPAC2 antagonist 1%, WRN helicase inh -35%, PLK1 PBD block -1%, Mm-Cpn inhibitor 1%, PI5P4K alpha inh -5, EPAC1 ag -5%, CCT modulator -3.6 and EPAC1 antagonist 7%.
Screening CC(C)CC1(C)NC(=O)N(CC(=O)Nc2ccccc2Br)C1=O (configuration not stated) returned EPAC2 antagonist -3%, WRN helicase inh 12%, PLK1 PBD block -14%, Mm-Cpn inhibitor -2%, PI5P4K alpha inh 1, EPAC1 ag 2%, CCT modulator -2.4 and EPAC1 antagonist 14%.
Screening N#CC1(NC(=O)CSc2nnc(Cc3ccccc3)o2)CCCCC1 returned EPAC2 antagonist 4%, WRN helicase inh 5%, PLK1 PBD block -9%, Mm-Cpn inhibitor 1%, PI5P4K alpha inh -1, EPAC1 ag 0%, CCT modulator -3.7 and EPAC1 antagonist 3%.
O=C(NCCc1ccccc1)c1ccc(Br)o1 was read as EPAC2 antagonist 10%, WRN helicase inh -2%, PLK1 PBD block -10%, Mm-Cpn inhibitor -1%, PI5P4K alpha inh -3, EPAC1 ag 2%, CCT modulator -1.5 and EPAC1 antagonist 7%.
`CC1CCc2onc(C(=O)O)c2C1` (configuration not stated) gave EPAC2 antagonist -2%, WRN helicase inh 1%, PLK1 PBD block -2%, Mm-Cpn inhibitor 2%, PI5P4K alpha inh 2, EPAC1 ag 5%, CCT modulator 3.4 and EPAC1 antagonist 7%.
For CC(=O)NC(NC(C)=O)c1ccc(N(C)C)cc1 the results were EPAC2 antagonist 12%, WRN helicase inh -9%, PLK1 PBD block -6%, Mm-Cpn inhibitor 0%, PI5P4K alpha inh 4, EPAC1 ag 6%, CCT modulator -0.7 and EPAC1 antagonist -7%.
`CC1=CSC2=NC(=O)/C(=C/c3cccc(OC(=O)c4ccco4)c3)C(=N)N12` gave EPAC2 antagonist -3%, WRN helicase inh -16%, PLK1 PBD block -29%, Mm-Cpn inhibitor 2%, PI5P4K alpha inh -20, EPAC1 ag -2%, CCT modulator -1.8 and EPAC1 antagonist -13%.

Screens as filed in PubChem BioAssay.
